CXCR6 block = inhibitors of human CXCR6 receptor. inhibition, % at 20 µM. 360,000 tested, 0.36% active. CHO-K1 PathHunter CXCR6 beta-arrestin, luminescence; in the data active means inhibition above about 34%, passing the limit was not always enough;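 further: antagonist mode with CXCL16 agonist at 10 nM final; 0% = 10 nM CXCL16 with DMSO and 100% = unstimulated wells without agonist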
Target sequence (O00574 whole entry, looked up): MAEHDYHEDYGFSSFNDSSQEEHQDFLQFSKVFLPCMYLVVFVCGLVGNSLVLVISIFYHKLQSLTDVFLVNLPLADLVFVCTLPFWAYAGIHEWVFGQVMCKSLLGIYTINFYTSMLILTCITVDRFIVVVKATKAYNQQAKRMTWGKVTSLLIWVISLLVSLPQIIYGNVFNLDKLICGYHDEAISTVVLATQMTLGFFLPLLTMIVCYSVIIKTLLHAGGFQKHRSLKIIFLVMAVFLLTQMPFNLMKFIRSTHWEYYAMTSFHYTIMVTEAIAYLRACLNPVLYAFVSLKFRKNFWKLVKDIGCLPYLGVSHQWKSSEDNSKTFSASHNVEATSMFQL
EBI2 antag = EBI2 (human) antagonism; EBI2 beta-arrestin recruitment, luminescence, 7a,25-OHC stimulated; inhibition, % at 5 µM; 360,000 tested, 0.81% active; in the data active means inhibition above about 38%;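 further: enzyme fragment complementation signal reports receptor beta-arrestin coupling in cells; 0% = agonist plus DMSO wells and 100% = wells without agonist; some results beyond the cut were filed as inactive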
Target sequence (P32249 whole entry, looked up, the tested form may be a part): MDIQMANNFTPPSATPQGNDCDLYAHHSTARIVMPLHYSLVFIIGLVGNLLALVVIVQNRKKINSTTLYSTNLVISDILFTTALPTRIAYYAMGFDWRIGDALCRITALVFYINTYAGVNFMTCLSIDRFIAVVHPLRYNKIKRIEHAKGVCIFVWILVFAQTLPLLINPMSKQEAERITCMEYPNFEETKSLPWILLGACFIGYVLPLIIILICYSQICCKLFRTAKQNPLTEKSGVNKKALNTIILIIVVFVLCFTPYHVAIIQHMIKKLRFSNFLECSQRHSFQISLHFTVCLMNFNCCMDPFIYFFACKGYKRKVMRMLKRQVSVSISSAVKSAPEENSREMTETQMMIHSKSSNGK
* = called active by the depositor; & = joins results of further samples. These rows are one share of the data; count on the stated rates, not on these rows.

SMILES | CXCR6 block | EBI2 antag
N#Cc1ccc2c(=O)n(-c3ccccc3)sc2c1 | 6.9 | 5.1
c1cn2c(-c3ccoc3)cncc2n1 | -1.3 | -3.5
C[C@H]1CN([C@@H](C)CO)C(=O)CCCn2nncc2CO[C@H]1CN(C)C(=O)c1ccc(N2CCN(C)CC2)cc1 | 1.8 | -2.9
COC(=O)c1nc(-c2ccc(C)cc2)[nH]c1C(C)(C)C | -4.8 | 0.9
O=C(c1cccc(S(=O)(=O)N2CCOCC2)c1)N1CCN(c2ncccn2)CC1 | 5.3 | -10.4
COc1cc(-c2cc(NC=O)c3ncc(-c4ccc(F)cc4)n3c2)cc(OC)c1OC | 8.2 | 14.3
C#CCN(C[C@H]1[C@H](OC(=O)NCC2CCCCC2)[C@H](OC(=O)NCC2CCCCC2)C[C@@H](C(=O)OC)[C@H]1C(=O)OC)S(=O)(=O)c1ccc(C)cc1 | 4.2 | 19.5
CC(C)(C)c1ccc(C(=O)N2CCC2(C)C(=O)NCCC#N)cc1 (configuration not stated) | 9.3 | -13.5
Cc1ccc(OCCCN2CCC(C(O)(c3ccccc3)c3ccccc3)CC2)cc1 | 3.9 | 8.7
CC(=O)NC(C)(c1ccccc1)c1nc(-c2cnc3ccccc3c2)cs1 (configuration not stated) | -2.3 | 5.5
CN(Cc1c(C(=O)N/N=C/c2c(F)cccc2Cl)nnn1-c1nonc1N)C1CCCCC1 | 1.0 | 5.6
Cc1ccc(F)cc1C(=O)N1CCCC(c2cc(C(=O)NCc3ccc(F)cc3)no2)C1 (configuration not stated) | 1.2 | 5.0
COc1ccccc1OCc1cc(C(=O)N(C)CCC2CCOCC2)no1 | -5.7 | -9.2
O=C(NCc1cccc(C(F)(F)F)c1)c1ccc2sc(C3=C[C@@H](O)[C@@H](O)[C@@H](CO)O3)nc2c1 | 7.7 | -3.0
CCOC(=O)[C@]12CCCC=C1N(Cc1ccco1)C(=O)[C@H](CC(=O)NCCC(C)C)C2 | -1.2 | 6.4
CN(C(=O)COC(=O)CSc1ccccc1)c1c(N)n(Cc2ccccc2)c(=O)[nH]c1=O | 1.4 | -22.9
Cn1c(Oc2ccncc2)nc2cc(-c3ccsc3)sc2c1=O | -3.2 | -5.1
C[C@H](NC(=O)c1[nH]cnc1C(=O)Nc1ccccc1F)c1ccccc1 | 29.3 | -43.2
COc1ccccc1Cc1c(-c2cccc(Cl)c2)nc2ccc(C)cn12 | 5.0 | 13.8
CCNC(=O)C1(C)CCCN(C(=O)c2cc(C)nn2C(C)(C)C)C1 (configuration not stated) | -0.9 | -10.5
CCCCCC(=O)N1C[C@H](O)[C@@H](n2cc(COC(=O)c3ccccc3)nn2)C[C@@H]1c1ccc(OC)cc1 | 10.0 | -3.2
CC(=O)c1cccc(NC(=O)c2ccc(-n3cncn3)c3ccoc23)c1 | -0.2 | -5.4
C[C@@H]1CN([C@H](C)CO)C(=O)CCCn2nncc2CO[C@H]1CN(C)S(=O)(=O)c1ccc(Cl)cc1 | -2.5 | -3.4
COc1cc(-c2cc(NC=O)c3ncc(-c4cccc(C(=O)N(C)C)c4)n3c2)cc(OC)c1OC | 5.9 | 7.4
CN(C)CCNC(=O)c1cccc(-c2cccc3nccn23)c1 | -0.6 | -6.4
COc1ccc(Cl)cc1Cn1c(C)c(C(=O)NCc2ccc(C#N)cc2)sc1=O | -5.8 | 15.8
CCC(C)C(NC(=O)c1ccccc1)C(=O)N1CCN(C(=O)c2ccccc2)CC1 (configuration not stated) | 0.7 | -13.9
Cc1ccc(CN(C)C[C@H]2OCc3cnnn3CCCC(=O)N([C@@H](C)CO)C[C@@H]2C)cc1 | -1.1 | -9.6
Cc1ccc(NS(=O)(=O)c2ccc(-n3cccn3)cc2)c(Cl)c1 | -3.6 | -11.9
Nc1nc(N)c2cc(Sc3ccc(Cl)cc3)ccc2n1 | -0.4 | -6.9
CC(C)Oc1ccc(CN2CCC2(C)C(=O)NCc2ccc(C(F)(F)F)cc2)cc1 (configuration not stated) | 1.7 | 1.7
CC1(C(=O)NS(=O)(=O)Cc2cccc(Cl)c2)CCN1C(=O)C1(c2ccc(Cl)cc2)CC1 (configuration not stated) | 0.3 | -0.2
Cc1cccc(-c2ccc3[nH]c4c(c3c2)CCN2C[C@@H]([C@H](C)O)[C@@H](N(C)C(=O)NC3CCCCC3)C[C@@H]42)c1 | 6.5 | 6.0
O=C(CNC(=O)c1ccc(Br)cc1)OC1CCOC1=O (configuration not stated) | -5.2 | -11.9
CC1CCCCC1NC(=O)C1CCC(CNS(=O)(=O)c2ccc3c(c2)C(C)(C)C(=O)N3C)CC1 (configuration not stated) | -0.1 | 3.1
COC(=O)[C@@]1(Cc2ccc(F)cc2)[C@H]2c3cc(C(=O)N4CCCC4)n(C)c3C[C@H]2CN1C(=O)c1ccccc1 | -0.2 | 5.4
CN1CCN(c2ccc(-c3cc(NC=O)c4ncc(-c5ccc(F)cc5)n4c3)cc2)CC1 | 5.7 | 16.6
COc1ccc([C@H]2CC(=O)C[C@@H](CCn3cccn3)O2)cc1 | -6.8 | 1.7
O=C(CCNC(=O)C1CCN(S(=O)(=O)c2ccc(F)cc2)CC1)NCc1ccccn1 | 1.7 | -11.7
O=c1ccn([C@@H]2O[C@H](CNCc3cccn3-c3nccs3)[C@@H](O)[C@H]2O)c(=O)[nH]1 | -5.1 | 2.3
Clc1ccc2nc(-c3cccc(Br)c3)c(Cc3ccccc3)n2c1 | 6.0 | -5.5
CC(CN1CCCCC1)NC(=O)c1scnc1-c1ccccc1 (configuration not stated) | 4.9 | -5.3
CN(Cc1ccc(Cl)cc1)C(c1cc2ccccc2o1)c1nnnn1C(C)(C)C (configuration not stated) | 8.7 | -1.0
CC(C)Oc1ccc(F)cc1-c1cc(C(=O)NCc2cccs2)[nH]n1 | 2.8 | -11.0
OC(c1ccccc1)(c1nc(-c2csc3ccccc23)cs1)C(F)(F)F (configuration not stated) | -10.6 | 21.9
CCOC(=O)C1(C)CCCCCN1C(=O)c1ccc(Cl)nc1 (configuration not stated) | 2.6 | 10.0
CC(=O)c1cccc(-c2cnc3c(NC=O)cc(-c4ccccc4F)cn23)c1 | 4.5 | 27.4
O=C(NCC1CCCCC1)c1csc([C@@H]2O[C@H](CO)[C@H](O)[C@H](O)[C@H]2O)n1 | 2.6 | -4.3
CCCN(C(=O)CSc1nnc(-c2ccncc2)n1CCC)c1c(N)n(Cc2ccccc2)c(=O)[nH]c1=O | 1.9 | 2.7
OCCN1CCN(c2ncnc3c2ncn3[C@H]2CN(Cc3ccc(F)cc3)C[C@@H](CO)O2)CC1 | 2.8 | 0.0
Cc1ccc(CNC(=O)CSc2nc(=O)n3ccc(C)cc3n2)cc1 | 1.0 | -5.9
O=C1NC[C@H](Cc2ccc(O)cc2)N(C[C@@H]2CCCN2C[C@H](Cc2ccccc2)N2C[C@H](Cc3ccccc3)N(CCc3ccccc3)C(=O)C2=O)C1=O | -0.8 | 2.2
COCCNc1nc(NCCOc2ccccc2)c2sc(-c3ccccc3)cc2n1 | 9.4 | 47.3*
CNC(C)C(=O)NC(C(=O)NC(C(=O)Nc1cccc2ccccc12)C(C)C)C(C)C (configuration not stated) | -6.8 | -3.9
COc1ccc2c(CN3CCN(Cc4ccccc4)CC3)cc(=O)oc2c1 | 7.0 | 2.5
CCOC(=O)[C@]12CCC=C1N(Cc1ccco1)C(=O)[C@H](CC(=O)NCC1CCCCC1)C2 | -7.2 | 8.7
CC(=O)Nc1c(C#N)c(-c2ccccc2)c(C#N)c(=O)n1-c1ccc(C)cc1 | -8.6 | -2.7
COc1ccc2c(c1)C(CC(C)=O)N(c1ccc(-c3cccs3)cc1)C(c1ccsc1)=C2 (configuration not stated) | 3.1 | 3.9
COc1ccc(S(=O)(=O)N2CCCC(C(=O)N3CCN(Cc4ccccc4)CC3)C2)cc1Cl (configuration not stated) | -3.6 | 3.0
Cc1cccc(NC(=O)c2nc[nH]c2C(=O)NC[C@@H](C)O)c1 | -0.2 | -3.5

(list continues)
SMILES | CXCR6 block | EBI2 antag
CC(C)NC(=O)Nc1ccc2c(c1)C(=O)N([C@@H](C)CO)C[C@@H](C)[C@H](CN(C)Cc1ccccc1)OCCCC[C@H](C)O2 | 1.1 | -0.5
COc1ccc([C@H]2CN(Cc3ccccc3)C(=O)[C@@H]2CC(=O)Nc2ccccc2)cc1 | 2.1 | 2.3
CCOc1ccc(NC(=O)C2CCCN(S(=O)(=O)c3ccc4c(c3)C(C)(C)C(=O)N4C)C2)cc1 (configuration not stated) | 2.1 | -0.2
COc1ccc(-c2ccc3c(c2)O[C@@H](CN(C)C(=O)c2ccccc2F)[C@@H](C)CN([C@@H](C)CO)S3(=O)=O)cc1 | 2.1 | 5.0
C[C@@H]1CN([C@H](C)CO)C(=O)CCCn2nncc2CO[C@H]1CN(C)Cc1ccc(Oc2ccccc2)cc1 | 3.1 | 1.8
CC(C)(C)OC(=O)N1CCCN(C(c2cc3ccccc3o2)c2nnnn2C(C)(C)C)CC1 (configuration not stated) | 3.3 | 5.0
CCCS(=O)(=O)NC(=O)C1(C)CCN(C(=O)c2cc(C)oc2C)C1 (configuration not stated) | 0.6 | -7.0
CN1CCN(C2CN(Cc3cn(Cc4cccc(Cl)c4)nn3)S(=O)(=O)C2)CC1 (configuration not stated) | -1.6 | -12.0
CCOC(=O)C1=CCC(c2ccc(CC)cc2)N(S(=O)(=O)c2ccc(C)cc2)C1 (configuration not stated) | 10.6 | 0.4
C[C@H]1CN([C@@H](C)CO)C(=O)c2cc(C#Cc3ccccn3)cnc2O[C@@H]1CN(C)Cc1ccccc1 | 6.1 | -4.4
Cc1cc(N2CCOCC2)nc2ccc(NC(=O)C3CCCCC3)cc12 | -11.1 | 6.4
CC(=O)NC(c1ccccc1)c1nc(-c2cccc(F)c2)cs1 (configuration not stated) | -2.1 | 3.9
CCCCN(C)C(=O)c1sc(=O)n(CC(=O)c2ccccc2OC)c1C | 0.9 | 4.9
C[C@@H]1CNC(=O)c2c(C(=O)NCc3ccc(CNC(=O)OC(C)(C)C)cc3)ncn21 | -6.1 | 2.1
CN(Cc1ccccc1)C(=O)c1ncn2c1c(=O)[nH]c1cccnc12 | 1.7 | -12.8
O=C(NCCN1CCC(n2c(=O)[nH]c3ccccc32)CC1)c1ccc(F)cc1Cl | -4.6 | -8.1
COc1ccc(Br)c(C(=O)OCC(=O)NC2CCCCCCC2)c1 | 5.3 | 3.7
CC1(Cc2ccccc2OC(F)(F)F)C(=O)Nc2ccc(OC(F)(F)F)cc21 (configuration not stated) | 0.2 | 3.4
CCOC(=O)N1CCN(C2=C(NS(=O)(=O)c3ccc(Br)cc3)C(=O)c3ccccc3C2=O)CC1 | 13.4 | -1.5
COC(=O)c1c(NC(=O)c2ccc(S(=O)(=O)N3CC(C)OC(C)C3)cc2)sc2c1CCN(C)C2 (configuration not stated) | 6.3 | 15.3
COCCNC(=O)C[C@@H]1C[C@H]2c3cc(NC(=O)Nc4ccc(F)cc4)ccc3O[C@H]2[C@H](CO)O1 | -0.8 | -2.0
Cc1cccc(NC(=O)COC(=O)c2nn(-c3ccccc3C(F)(F)F)cc2O)c1C | -3.0 | 5.6
CC1CCCN(C(=O)c2cccc(S(=O)(=O)NCc3ccccc3)c2)C1 (configuration not stated) | -3.5 | -0.3
CC1(C(=O)NC2CCCC2)CCC(=O)N1CCc1c[nH]c2ccccc12 (configuration not stated) | -2.2 | -4.9

Profiles from above.
CN(Cc1ccccc1)C(=O)c1ncn2c1c(=O)[nH]c1cccnc12 in the list: CXCR6 block: 1.7; EBI2 antag: -12.8
CCOC(=O)N1CCN(C2=C(NS(=O)(=O)c3ccc(Br)cc3)C(=O)c3ccccc3C2=O)CC1 in the list: CXCR6 block: 13.4; EBI2 antag: -1.5
Cc1cccc(NC(=O)COC(=O)c2nn(-c3ccccc3C(F)(F)F)cc2O)c1C in the list: CXCR6 block: -3.0; EBI2 antag: 5.6

Another view of some results above.
CC(CN1CCCCC1)NC(=O)c1scnc1-c1ccccc1 (configuration not stated)
  CXCR6 block: 4.9
  EBI2 antag: -5.3
CN(Cc1ccc(Cl)cc1)C(c1cc2ccccc2o1)c1nnnn1C(C)(C)C (configuration not stated)
  CXCR6 block: 8.7
  EBI2 antag: -1.0

The results go on.
SMILES | CXCR6 block | EBI2 antag
CN1OC[C@@H]2CN(C(=O)NC3CCCCC3)[C@H](c3ccc(N4CCCCC4)cc3)C[C@@H]21 | 2.5 | -2.0
c1cnc2c(-c3cccc4nccn34)cccc2c1 | 0.1 | -9.4
CC(=O)C1=CCC(c2ccccc2)N(S(=O)(=O)c2ccccc2)C1 (configuration not stated) | 2.3&0.9 | 12.1&-1.9
Oc1ccccc1-c1cnc2cccnn12 | -5.2 | -2.4
Nc1nc2c(ncn2[C@@H]2O[C@H](CNC(=O)[C@H](N)C3CCCCC3)[C@@H](O)[C@H]2O)c(=O)[nH]1 | -7.1 | -4.3
CCCCC(=O)N(C)c1c(CC)nc2c(OCc3ccc(Cl)cc3Cl)cccn12 | 25.9 | 42.4*
Cc1csc(-c2ccc3cc(Cl)cc(Cl)c3n2)n1 | -9.7 | 2.5
COc1ccc(C(C)(NC(C)=O)c2nc(-c3cccc(C#N)c3)cs2)cc1 (configuration not stated) | 8.5 | 6.7
O=c1ccn([C@@H]2O[C@H](CNCc3ccccc3OCc3ccc(Cl)cc3Cl)[C@@H](O)[C@H]2O)c(=O)[nH]1 | 8.2 | 2.1
CC1(c2ccc3c(c2)OCCCO3)NC(=O)N(CC(=O)NCCc2ccc(F)cc2)C1=O (configuration not stated) | 5.1 | -18.6
O=S1(=O)N[C@@H](c2ccccc2)COc2cc(Br)ccc21 | -7.8 | 0.9
CCNC(=O)C1CCCN(C(=O)c2cccc(Cl)c2)CC1 (configuration not stated) | -2.3 | -10.4
OC(c1ccccc1)(c1ccccc1)C1CCN(CCCOc2cccc(OC(F)(F)F)c2)CC1 | -9.7 | -5.8

Bioassay records (PubChem BioAssay)
